Bioassay records deposited in PubChem BioAssay by several laboratories.
dFosB act: enhances mouse delta FosB homodimer DNA binding; P13346; purified delta FosB, TAMRA-CDK5 oligo fluorescence polarization; percent of positive-control signal above neutral wells; activation, % at 25 µM; hit rate 0.99% among 340,000; AID 493131;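 active = mean activation above about 17%, with every replicate also reaching it, limit read from the data, passing the limit was not always enough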;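 note: fluorescence polarization rise as delta FosB binds a TAMRA Cdk5 AP-1 oligo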
Target sequence (P13346 whole entry, looked up): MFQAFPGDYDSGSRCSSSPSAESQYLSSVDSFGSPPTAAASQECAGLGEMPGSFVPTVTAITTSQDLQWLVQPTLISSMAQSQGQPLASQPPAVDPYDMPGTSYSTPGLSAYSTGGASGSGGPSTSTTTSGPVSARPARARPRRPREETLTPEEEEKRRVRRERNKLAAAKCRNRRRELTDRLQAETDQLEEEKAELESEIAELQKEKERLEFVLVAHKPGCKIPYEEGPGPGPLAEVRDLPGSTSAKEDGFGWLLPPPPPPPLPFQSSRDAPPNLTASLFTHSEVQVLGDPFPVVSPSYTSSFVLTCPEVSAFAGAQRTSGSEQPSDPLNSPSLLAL
NSD2 HMT inh: NSD2 (human) methyltransferase inhibition. hit rate 0.54% among 310,000. O96028. inhibition, % at 12.5 µM. NSD2 peptide methylation, AlphaScreen, 120 min; in the data active = inhibition above about 50%
CDK5 p35 inh: inhibitors of human CDK5/p35 kinase; Recombinant CDK5/p35, ADP-Glo luminescence, 60 min; inhibition, % at 10 µM; hit rate 0.01% among 330,000; AID 488839;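 active = highest replicate inhibition of at least 50% and at least 75% of replicates reaching 50%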;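 note: plate controls were DMSO neutral control for no effect and GW8510 at 10 µM for full effect; many of its hits are not listed in these tables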
C-LANA FP: inhibitors of KSHV LANA C-terminal domain DNA binding | MBP-C-LANA/FAM-LBS DNA binding, fluorescence polarization | inhibition, % at 9 µM | hit rate 0.078% among 340,000;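 active = highest replicate inhibition at or above 60% at 9 µM, even if other replicates fall short; inactive = all replicates below 60% inhibition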;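 note: 0% = neutral control wells and 100% = 4 µM acridine orange control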
Rtt109 HAT inh: inhibitors of Candida albicans Rtt109/Vps75 histone acetyltransferase | Q5AAJ8 | purified Rtt109/Vps75, ThioGlo CoA-SH fluorescence, 4 h | inhibition, % at 34.9 µM | hit rate 0.16% among 330,000 | AID 540336;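 active = inhibition of at least 50% in every replicate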
PvdQ inh: blocks Pseudomonas aeruginosa PvdQ acylase activity; purified PvdQ acylase, fluorescence plate reader; inhibition, % at 10 µM; hit rate 0.063% among 340,000; AID 488965; in the data active = inhibition above about 30%, passing the limit was not always enough;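 note: 0% = vehicle neutral wells and 100% = reference inhibitor wells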
cardiac RTF act: cardiac RTF calcium sensitization | AID 493008 | activation, % at 7.2 µM | hit rate 0.24% among 340,000 | IANBD-labeled TnC RTF fluorescence at EC20 calcium; 0% EC20 calcium, 100% full calcium;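 active = activation above the mean over all tested compounds plus 3 SD, cut at about 30% in these data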;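 note: rise in fluorescence read as greater calcium sensitivity of cardiac thin filaments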
Mot1-301 SUMO: SUMOylation pathway inhibition by Mot1-301 growth rescue. growth rescue, % at 18.8 µM. AID 2716. S. cerevisiae Mot1-301 growth rescue, ATP luminescence, 38.5C; percent above DMSO median, 100 means doubled. hit rate 1% among 320,000;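 active = every valid replicate shows activation above 250% relative to neutral control wells; inactive = the rest, any valid replicate at or below 250%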;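 note: OY570 slx delta 5 strain wells were the positive control but not used for scaling; some compounds called inactive have numbers as strong as hits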
Keap1-Nrf2 PPI: Keap1-Nrf2 (human) interaction inhibition; AID 504523; Keap1 Kelch-Nrf2 peptide fluorescence polarization, 1536-well; inhibition, % at 9.4 µM; Q14145; hit rate 0.15% among 340,000; in the data active = inhibition above about 12%;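 note: human Keap1 Kelch domain with fluorescein labeled Nrf2 9mer peptide probe; 0% = neutral control wells and 100% = peptide positive control; higher means more block of Keap1 binding to Nrf2 peptide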
Target sequence (Q14145 whole entry, looked up, the tested form may be a part): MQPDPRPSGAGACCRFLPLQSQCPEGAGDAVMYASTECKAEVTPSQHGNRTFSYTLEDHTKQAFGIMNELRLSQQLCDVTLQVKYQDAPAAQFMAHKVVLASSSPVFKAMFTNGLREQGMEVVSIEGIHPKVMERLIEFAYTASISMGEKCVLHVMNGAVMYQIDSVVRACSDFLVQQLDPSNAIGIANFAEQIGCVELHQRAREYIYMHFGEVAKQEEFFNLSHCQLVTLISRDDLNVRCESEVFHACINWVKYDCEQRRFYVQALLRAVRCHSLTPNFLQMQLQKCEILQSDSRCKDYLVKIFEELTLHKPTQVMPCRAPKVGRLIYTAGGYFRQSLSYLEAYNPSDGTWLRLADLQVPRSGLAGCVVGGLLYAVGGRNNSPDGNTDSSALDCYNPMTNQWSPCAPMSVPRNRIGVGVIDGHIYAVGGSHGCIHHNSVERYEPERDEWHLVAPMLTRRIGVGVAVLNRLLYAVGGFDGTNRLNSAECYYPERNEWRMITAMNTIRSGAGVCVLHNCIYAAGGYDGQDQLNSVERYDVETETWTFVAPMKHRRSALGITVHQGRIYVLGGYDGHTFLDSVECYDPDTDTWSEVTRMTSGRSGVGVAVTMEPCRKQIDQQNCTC
RTF Ca sens inh: cardiac RTF calcium desensitization; IANBD-labeled cardiac RTF, Ca2+ fluorescence; inhibition, % at 7.15 µM; hit rate 0.12% among 340,000; AID 493244;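 active = inhibition above the mean inhibition of all tested compounds plus 3 SD, cut at about 17% in these data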;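 note: assay run at fixed EC70 calcium of 1.6 mM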
PfHsp90 set2: inhibits growth of yeast expressing Plasmodium falciparum Hsp90; inhibition, % at 9.4 µM; S. cerevisiae expressing PfHsp90, BacTiter-Glo ATP, 48 h; yeast lacking PDR1 and PDR3 efflux regulators; AID 504621; hit rate 0.32% among 310,000;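 active = every replicate shows inhibition above about 80%, whatever the replicate mean, limit read from the data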;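 note: 0% = DMSO neutral controls and 100% = 20 µM radicicol positive controls; yeast relying on Plasmodium falciparum Hsp90 in place of its own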
* = called active by the depositor; · = not tested or not shown.

#	Structure	cardiac RTF act	PvdQ inh	Mot1-301 SUMO	RTF Ca sens inh	NSD2 HMT inh	dFosB act	CDK5 p35 inh	Rtt109 HAT inh	Keap1-Nrf2 PPI	PfHsp90 set2	C-LANA FP
1	CCN(CC)C(=O)CSc1nc2ccccc2n1CC(=O)N1CCN(c2ccccc2OC)CC1	-3	-16	-18	-4	0	-3	-0.8	-6	-3	3	-5.9
2	Cc1nn(C)c(C)c1NS(=O)(=O)c1cccc(Br)c1	5	1	-4	-10	-2	4	0.4	-6	7	-21	-0.4
3	CCOC(=O)C1=C(C)NC(C)=C(C(=O)OCC)C1c1cccc(C)n1	4	-9	8	5	-2	-2	1.5	-13	3	-4	0.0
4	O=C(COc1ccc(Cl)cc1Cl)NN1C(=O)C2C3C=CC([C@@H]2C1=O)C31CC1 (some centres undefined)	1	1	-1	-1	8	-6	-0.4	1	2	1	-0.3
5	CCOC(=O)c1ccc(NC(=O)[C@@H](NC(N)=O)C(C)C)cc1	-1	0	-1	-2	2	-6	0.0	-9	4	0	0.6
6	CC(C)(C)c1ccc(OC(=O)N2CCOCC2)cc1	-3	4	-16	-5	-6	-9	-0.1	-9	-1	10	12
7	CC(CC(=O)NCc1ccco1)S(=O)(=O)c1ccc2c(c1)CCN2C(=O)C1CC1 (centres undefined)	-6	2	-1	-3	-6	-4	0.7	-5	-1	14	8.3
8	COc1ccc(S(=O)(=O)NCCC(C)C)cc1C	-2	1	60	-2	3	1	-1.2	8	3	-1	2.1
9	O=C(COC(=O)c1ccccc1C(=O)c1ccccc1)c1ccco1	4	-2	524*	-5	1	-6	-3.4	5	-4	·	0.0
10	Cc1cc2oc(C(=O)N(Cc3ccc(N(C)C)cc3)CC3CCCO3)c(C)c2cc1C (centres undefined)	-3	-14	52	4	11	-20	0.5	3	-4	-19	2.9
11	CCOC(=O)N1CCN(CC(=O)Nc2ccccc2C(=O)Nc2ccccc2)CC1	-5	-8	40	-3	26	-9	-0.5	-7	0	-4	0.6
12	CC(=O)c1cccc(-n2nnnc2SCC(=O)Nc2cc(C)on2)c1	3	-10	-10	-2	-3	-6	-0.1	0	-1	-23	-1.3
13	O=C(COC(=O)c1ccc2ncsc2c1)Nc1ccc(OC(F)(F)F)cc1	-3	4	7	11	-1	6	0.9	27	1	18	0.4
14	CCOc1cc(/C=C2\SC(N3CCCC(C)C3)=NC2=O)ccc1O (centres undefined)	5	-7	-8	-3	-1	-14	2.8	7	-11	5	-4.1
15	O=C(CN(Cc1ccc(F)cc1)C(=O)C1CSC(=O)C1)NC1CCCCC1 (centres undefined)	1	-14	2	-4	0	-4	-1.5	-6	2	28	0.6
16	CC(=O)NC1C(=O)N=C(SC(C)C(=O)Nc2cccc(Cl)c2)NC1=O (centres undefined)	0	-8	48	1	-2	2	-1.0	-8	0	4	2.5
17	c1ccc2oc(-c3csc(N4CCOCC4)n3)cc2c1	-3	18	-3	0	-5	-12	0.8	14	-1	·	-0.5
18	CN1CCN(S(=O)(=O)c2cccc(C(=O)NC3CCCC3)c2)CC1	0	3	4	-11	3	3	0.1	0	1	·	0.0
19	CCCCCCN(CCCCCC)C(=O)Cc1c(-c2ccc(F)cc2)[nH]c2ccccc12	-2	5	-1	-3	·	1	-0.6	0	4	-16	-8.8
20	CCOC(=O)N1CCN(C(=O)Nc2ccc(Cl)cc2Cl)CC1	-1	-7	-15	-2	-8	-1	-2.2	1	-3	3	-0.1
21	Cc1cc(OCC(=O)O/N=C(\N)c2ccccc2)ccc1Cl	-1	-9	-18	-7	-2	0	0.4	-6	0	-2	2.0
22	CC(NC(=O)C(=O)c1cn(CC(=O)N2CCOCC2)c2ccccc12)c1ccccc1 (centres undefined)	5	-7	-14	-7	-11	-7	1.6	6	-1	27	0.1
23	CCC(C)N=Cc1c(Nc2ccccc2)nc2c(C)cccn2c1=O (centres undefined)	-1	-4	-26	-3	-6	-19	-1.0	0	-1	-31	-0.6
24	COc1ccc(S(=O)(=O)N2CCOCC2)cc1NC(=O)COC(=O)C1CCC1	-1	-24	-1	-3	-3	-4	-7.4	5	-3	-20	0.8
25	COC(=O)c1ccc(N2CCOCC2)c(NC(=O)c2cccs2)c1	0	-1	-17	-2	1	2	2.0	-11	0	19	0.1
26	CC1(C)Cc2cccc(C(=O)Nc3ccc(F)cc3F)c2O1	3	-14	8	-3	-3	-11	0.5	-1	-2	13	-0.5
27	COc1cccc(OCC(=O)Nc2ccncc2)c1	1	-9	-15	-12	10	0	0.0	1	2	8	2.6
28	CCN(CC)CCNC(=O)C(=O)Nc1ccc2c(c1)N(S(=O)(=O)c1cccs1)CCC2	-5	-8	5	-6	24	-10	-3.4	7	-3	-8	-0.3
29	Cn1c(SCC(=O)NC2CCCC2)nnc1-c1cccs1	-5	-27	271	7	0	6	-2.5	-1	-3	-2	-0.3
30	CCOc1ccc(N(CC(=O)NCc2ccc(OC)cc2)C(=O)CCC(=O)Nc2nccs2)cc1	1	-4	-16	10	0	-6	1.8	-2	-1	32	1.1
31	CC(=O)N(c1ccccc1C)c1ccccc1C	-7	1	·	6	-3	1	0.6	15	-5	·	-2.3
32	CCCOc1cccc(C(=O)Nc2ccc(Br)cc2F)c1	4	5	10	-4	-2	-4	0.9	8	-3	-2	1.8
33	O=C(Cn1ncc2c1-c1ccccc1OC2)N1CCN(c2ccccn2)CC1	-8	10	112	-4	·	3	1.7	6	-10	-10	0.9
34	CCOC(=O)N1CCN(C(=O)c2cccc(F)c2)CC1	0	5	13	1	-1	-3	0.0	-4	-2	-9	2.2
35	CC1=NN(c2ccc(Br)cc2)C(=O)/C1=C/c1cccs1	7	-26	157	4	8	-3	0.4	11	-7	-8	-2.0
36	CCOC(=O)C(C)Sc1snnc1C (centres undefined)	-2	-6	4	-2	0	4	-0.4	·	1	·	-1.2
37	CCOc1cc(/C=C/C(=O)O)ccc1OCc1ccccc1	0	-14	35	1	-2	1	-0.6	-1	-2	4	-0.6
38	CCOC(=O)Cc1c[nH]c(=S)[nH]c1=O	2	6	-2	-2	-4	1	-1.3	4	1	0	0.9
39	Cc1ccc(S(=O)(=O)c2cnc(-c3ccccc3)nc2N2CCCCC2)cc1	2	3	-19	-2	-1	-11	-0.7	3	0	-1	-0.6
40	CCOc1ccccc1N(C(=O)CNC(=O)c1ccco1)C(C(=O)NC1CCCC1)c1ccncc1 (centres undefined)	-3	-7	-19	-7	-4	-5	-0.6	-14	-3	6	-1.5
41	C=CCn1c(SCC(=O)Nc2sc3c(c2C#N)CCC3)nnc1C1COc2ccccc2O1 (centres undefined)	7	-11	-1	-5	5	-3	-1.9	5	-7	-19	-0.6
42	Cc1cccc(C(=O)NCc2nnc3c4ccccc4c(-c4ccccc4)nn23)c1	11	-15	-30	-3	0	-8	-1.8	9	-6	2	0.0
43	CN1c2ccsc2/C(=N/NC(=O)c2c(F)cccc2F)CS1(=O)=O	-6	-8	-16	2	2	1	1.0	-3	-1	-1	1.8
44	Cc1scc(C(=O)NNC(=S)NCC(C)C)c1C	4	0	6	-15	0	4	0.4	4	-6	15	0.3
45	N#C/C(=C\c1ccc(Sc2nc3ccccc3[nH]2)o1)c1ccccc1	1	-5	5	-1	·	-2	-0.7	5	-1	6	0.6
46	CCN(CC)C(=O)CSc1nnc2cc(C)c3ccccc3n12	8	-4	8	-7	-1	-14	1.9	-4	-9	37	-0.2
47	Cc1onc(-c2ccccc2)c1C(=O)OCCOc1ccc([N+](=O)[O-])cc1[N+](=O)[O-]	7	-6	16	2	-1	-2	-0.5	6	-2	13	-2.3
48	Cc1ccc2nc(-c3ccncc3)cc(C(=O)Nc3ccncc3)c2c1	2	-16	3	-5	1	-35	2.8	-19	-5	-9	-2.0
49	O=C(CN1C(=O)C2C3C=CC(C3)C2C1=O)OCC(=O)c1ccccc1 (centres undefined)	-3	6	-5	-6	1	5	9.5	·	-2	4	-2.7
50	NC(=O)c1c(NC(=O)CN2C(=O)NC(Cc3ccccc3)C2=O)sc2c1CCC2 (centres undefined)	-1	-10	16	-18	0	-1	6.0	9	-7	12	-0.3
51	Nc1ncc(CN2CCCC(C(=O)Nc3ccc(-c4ccco4)cc3)C2)cn1 (centres undefined)	1	-8	10	-10	0	-11	2.5	14	-5	-3	-0.5
52	COc1ccccc1NC(=O)c1sc2ncn(Cc3ccc(C)cc3)c(=O)c2c1C	2	1	-7	4	-2	-6	0.6	2	-3	-11	0.8
53	C=C1CCN([C@@H](CC(C)C)C(=O)N2CCOCC2)S(=O)(=O)c2ccccc21	3	-9	-6	-20	·	-7	0.2	-5	-4	·	-1.9
54	N#C/C(=C(/O)c1ccc(C(=O)c2ccccc2)cc1)c1nc2ccccc2[nH]1	0	-18	14	0	-2	1	1.3	-13	-3	1	0.7
55	Cc1cc(=O)oc(C)c1C(=O)NCc1ccccc1	9	-7	2	6	-2	-4	0.6	-2	-9	2	0.2
56	O=C(Nc1cccnc1)C1CCN(S(=O)(=O)c2cccc3nonc23)CC1	1	8	-2	4	-3	-2	4.8	6	-6	2	0.7
57	N#C/C(=C(/O)COC(=O)CSc1ccc2ccccc2c1)c1nc2ccccc2[nH]1	1	-22	-24	-1	-1	0	-1.6	4	-8	-23	2.7
58	Cc1ccc(CSCC(=O)Nc2c(C)n(C)n(-c3ccccc3)c2=O)cc1	9	14	48	-3	-1	0	-1.8	-1	-3	15	1.2
59	CCOC(=O)N1CCC(NC(=O)c2cc3c(-c4cccc(OC)c4)nn(C)c3s2)CC1	4	-14	7	-1	-1	-7	-7.4	8	0	7	0.0
60	c1cncc(CNc2ncnc3sc4c(c23)CCC4)c1	2	-12	-10	-8	-2	1	0.4	6	-2	1	-1.1

The list goes on.
#	Structure	cardiac RTF act	PvdQ inh	Mot1-301 SUMO	RTF Ca sens inh	NSD2 HMT inh	dFosB act	CDK5 p35 inh	Rtt109 HAT inh	Keap1-Nrf2 PPI	PfHsp90 set2	C-LANA FP
61	COc1ccc(OC)c(-c2nnc(SCC(=O)N3CCCC3)o2)c1	2	-9	28	-23	2	-1	1.0	-3	4	12	0.0
62	COc1cc(N(Cc2ccccc2)Cc2ccccc2)c2ncn(C(C)C)c2c1	0	-6	-9	-2	·	-3	0.3	0	-2	-2	-0.5
63	COc1ccc(/C=C/C(=O)NC(=S)N2CCSCC2)cc1	-5	-5	1	-12	3	-5	1.1	·	0	7	-0.1
64	O=C(CCC(=O)c1ccc(F)cc1)Nc1cc(Cl)cc(Cl)c1	-8	-4	7	4	0	8	-0.1	-2	-6	-7	0.7
65	Cc1ccc(NC(=O)COC(=O)CCC(=O)c2cccs2)c(C)c1	-2	1	8	-3	1	-9	1.5	-5	-2	·	0.4
66	COc1ccc(OC)c(NC(=O)Nc2ccc3c(c2)CCC3)c1	0	1	251	9	0	0	-3.3	0	1	27	0.2
